m-calpain inh: inhibitors of pig calpain II. purified calpain II, fluorogenic peptide substrate, 30 min. actives 0.37% (n = 220,000). inhibition, % at 16 µM. AID 1236;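 active = inhibition above about 50%, limit read from the data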
Furin inhibitor: human furin inhibition | P09958 | purified furin, fluorogenic substrate cleavage | inhibition, % at 30 µM | actives 0.061% (n = 220,000); in the data active = inhibition above about 25%; also: inactives centre near -15
EBV gp42 inh: blocks Epstein-Barr virus glycoprotein 42 binding | Fluorescence polarization binding assay, mP read-out | inhibition, % (tested at 21.74 µM) | actives 0.42% (n = 220,000) | AID 1085; in the data active = inhibition above about 50%
Tb hexokinase: T. brucei hexokinase 1 inhibition; recombinant TbHK1, G6PDH-coupled NADH A340; actives 0.11% (n = 220,000); inhibition, % at 10 µM;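 active = inhibition of 50% or more in the single-dose primary screen; inactive = inhibition below 50%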
RBBP9 inhibitor: blocks human serine hydrolase RBBP9. O75884. recombinant RBBP9, FP-Rh probe fluorescence polarization. inhibition, % at 7.94 µM. actives 0.2% (n = 220,000). AID 1515;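 active = inhibition above the campaign mean of all tested compounds plus 3 SD, cut at about 14% in these data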;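 also: plate controls were DMSO wells with RBBP9 for no effect and wells lacking RBBP9 protein for full effect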
Target sequence (O75884 whole entry, looked up): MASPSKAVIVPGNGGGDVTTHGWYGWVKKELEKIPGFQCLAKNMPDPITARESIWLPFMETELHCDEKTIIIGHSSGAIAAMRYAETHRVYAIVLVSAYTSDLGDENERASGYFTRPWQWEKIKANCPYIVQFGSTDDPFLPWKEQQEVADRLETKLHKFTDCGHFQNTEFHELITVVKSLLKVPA
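Material: RBBP9 protein. Amount: RBBP9 at 2.5 µM in dispensed solution, before mixing. Schedule: 30 min then 45 min, 25 °C. Medium: Tris buffer pH 8.0, NaCl, Pluronic. Measured by: fluorescence polarization. Measure: percent inhibition from mP, scaled between DMSO and no-protein wells. Replication: one well per compound.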
Runt-SMMHC FRET: Runt domain-CBFb-SMMHC interaction inhibition; Q01196+Q13951; Cerulean-Runt/Venus-CBFb-SMMHC FRET ratio 530/480, 1 h; inhibition, % at 20 µM; actives 0.74% (n = 220,000); AID 1434;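 active = mean inhibition across duplicate retests at 20 µM reaching about 50%, limit read from the data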;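 also: 0% = DMSO wells and 100% = wells with excess untagged CBFb-SMMHC; inhibitors lower the FRET ratio by blocking Runt binding to CBFb-SMMHC; some results filed as inactive read as strong as hits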
NCF1 inh: p47phox (human) inhibition. P14598. p47phox/p22phox peptide binding, fluorescence polarization, 2 h. inhibition, % at 24.7 µM. actives 0.53% (n = 220,000);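 active = inhibition above about 30%, limit read from the data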;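 also: 0% = p47phox with labelled peptide and 100% = labelled peptide alone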
p97 inhibitor: inhibitors of human p97 ATPase | P55072 | recombinant p97 ATPase, Kinase-Glo ATP luminescence, 3 h | inhibition, % at 8 µM | actives 0.42% (n = 220,000) | AID 1481; in the data active = inhibition above about 15%;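 also: 0% = DMSO vehicle and 100% = wells lacking enzyme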
Target sequence (P55072 whole entry, looked up): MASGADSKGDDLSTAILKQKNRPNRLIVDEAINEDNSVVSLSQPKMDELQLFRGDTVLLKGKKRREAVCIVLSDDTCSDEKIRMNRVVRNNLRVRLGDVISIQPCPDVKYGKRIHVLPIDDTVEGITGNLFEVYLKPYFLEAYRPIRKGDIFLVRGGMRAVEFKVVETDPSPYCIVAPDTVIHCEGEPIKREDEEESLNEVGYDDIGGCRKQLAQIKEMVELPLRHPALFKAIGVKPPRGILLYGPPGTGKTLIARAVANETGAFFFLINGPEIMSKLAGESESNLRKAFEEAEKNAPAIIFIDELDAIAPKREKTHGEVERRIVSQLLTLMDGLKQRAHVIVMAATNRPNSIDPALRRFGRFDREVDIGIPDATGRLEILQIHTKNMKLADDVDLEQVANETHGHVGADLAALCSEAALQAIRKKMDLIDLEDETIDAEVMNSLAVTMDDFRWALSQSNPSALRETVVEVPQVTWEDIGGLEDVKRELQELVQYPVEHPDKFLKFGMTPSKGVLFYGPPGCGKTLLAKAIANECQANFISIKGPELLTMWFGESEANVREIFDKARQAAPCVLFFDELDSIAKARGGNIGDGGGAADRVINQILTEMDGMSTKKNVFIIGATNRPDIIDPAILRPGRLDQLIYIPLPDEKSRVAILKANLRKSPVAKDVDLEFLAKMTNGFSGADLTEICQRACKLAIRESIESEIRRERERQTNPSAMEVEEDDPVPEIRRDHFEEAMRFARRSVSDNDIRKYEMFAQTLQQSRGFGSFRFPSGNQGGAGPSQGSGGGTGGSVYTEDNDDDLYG
Runt-CBFb FRET: Runt domain-CBFb interaction inhibition. Q01196+Q13951. Cerulean-Runt/Venus-CBFb FRET ratio 530/480, 1 h. inhibition, % at 20 µM. actives 0.46% (n = 220,000);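 active = inhibition over about 50% at 20 µM in the single-dose screen, limit read from the data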;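 also: 0% = DMSO wells and 100% = excess unlabeled CBFb competitor control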
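Measured by: fluorescence energy transfer, 422 nm excitation, 530/480 nm emission; test system: Cerulean-tagged RUNX1 Runt domain (FRET donor) fusion protein; buffer or medium: Tris pH 7.5 buffer with BSA; compound: one dose, 20 µM compound, 1% DMSO; times: two 1 h room-temperature incubations shielded from light; benchmarks: unlabeled CBFb 5 µM, positive control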
* hit, by the source's call; . = not tested or not shown; [ ] = another dose, or the depositor's remark. Compounds as they come. About 2.7% of those tested had a hit in this group.

The line under a structure holds: m-calpain inh, Furin inhibitor, EBV gp42 inh, Tb hexokinase, RBBP9 inhibitor, Runt-SMMHC FRET, NCF1 inh, p97 inhibitor, Runt-CBFb FRET
- O=C(CSc1n[nH]c(-c2ccc(S(=O)(=O)NC3CCCCC3)cc2)n1)N1CCCC1
    ., -8, ., -1, 5, 2, ., 4, -14
- C/C(CC(=O)Nc1cc(Cl)ccc1Cl)=N\NC(=O)c1ccco1
    18, -12[20 µM], -9, 3, -12, 4, -3, 0, 0
- CCN1CCN(c2ccc([N+](=O)[O-])cc2C(=O)c2ccc(Cl)cc2)CC1
    -21, -21[20 µM], -3, -19, -9, -2, 0, -5, 0
- CCn1cc(S(=O)(=O)CC(=O)Nc2cccc(C)c2)c2ccccc21
    -13, -27, -4, -9, ., 2, -8, ., 0
- CCOC(=O)c1c(C)[nH]c(C(=O)OCC(=O)c2c(N)n(C)c(=O)n(C)c2=O)c1C
    -99, -11, -11, 0, -4, 1, -11, 0, -1
- O=C(Nc1ccc([N+](=O)[O-])cn1)C1CCCCC1
    5, -13, -11, -7, -3, 2, 0, 2, -2
- CN(C)CCNCc1ccc(OC2CCCC2)cc1
    -11, -25[20 µM], -18, 0, 9, 3, -6, 2, -1
- C=CCNC(=S)NCc1ccccc1OC
    -19, -26, -13, 0, -3, -2, -26, 3, -2
- O=C1C2C3CC(C2C(=O)N1c1cccc(Cl)c1)[C@H](O)C3O (stereo partly drawn)
    -3, -6, 10, 6, -7, 0, -4, -2, 0
- Cc1cc(C(=O)CSc2nnc(C3COc4ccccc4O3)n2C)c(C)n1-c1ccc(F)cc1 (stereo not drawn)
    -31, 5, -4, 27, -3, -2, -7, -2, 5
- O=C(O)C1Sc2[nH]c(=O)sc2C2c3cc(Cl)ccc3OC(=O)C12 (stereo not drawn)
    -4, -25, -4, -3, -7, 16, -13, 6, 24
- CCOC(=O)C1CCN(Cc2ccc(O)c(OC)c2)CC1
    -9, -18, 0, 1, -5, -7, -3, 1, 5
- c1ccc2c(c1)nc1n2CCN1CCNC1CCCCC1
    -12, -31, 2, -3, 0, -8, -12, 3, -2
- O=C(Nc1nnc(-c2ccco2)o1)C1CCCCC1
    -33, -8, -1, -9, -4, -1, 0, -6, 8
- C=C(C)CN(CC)c1nc(N)c(C#N)c(CC#N)c1C#N
    -28, 1, -4, -39, -6, -2, -19, 1, 1
- NC(=O)CC(NC(=O)Cc1cccc2ccccc12)c1ccc(NC2CCCCC2)c([N+](=O)[O-])c1 (stereo not drawn)
    -16, -18, -43, -13, ., -9, 23, ., -5
- O=C(NCCCn1ccnc1)Nc1ccc(Cl)cc1
    -8, -8, 0, 38, -2, -3, -1, 9, 0
- CCOCCCNc1nc2c(-c3ccccc3)nnn2c2ccccc12
    -405, -17, -11, -15, -4, -3, -5, 11, -5
- COc1cc(/C=N/NC(=O)CN(Cc2ccccc2)S(=O)(=O)c2ccc3c(c2)OCCO3)ccc1O
    -80, -11, -2, 0, -5, 1, -22, 1, 2
- COC(=O)c1cnc2c(C(F)(F)F)cccc2c1OC
    25, -7[20 µM], -14, -5, -9, -4, 4, -5, 1
- O=C(N/N=C/c1c(F)cccc1Cl)c1ccc(Cn2cc(Br)cn2)o1
    28, -3, 8, 2, -5, 1, -3, -5, -1
- COc1ccc(NC(=O)C(=S)NC2CCCCC2)cc1
    17, -22, -19, 1, -2, -5, -2, 2, 2
- Cc1cc(/C=C2/NC(=O)NC2=O)c(C)n1-c1cccnc1
    4, 2, -5, -3, -9, 1, -8, 0, 0
- C=C(C)COc1ccc(-c2n[nH]c(C)c2-c2ccccc2)c(O)c1
    4, 11[20 µM], -4, 5, -3, 0, -7, 5, -1
- COc1ccc(S(=O)(=O)N(C)CC(=O)N2CCC(C(N)=O)CC2)cc1
    -43, -19[20 µM], -9, -1, 1, 3, 0, 4, 0
- CC1CCN(S(=O)(=O)c2ccc(S(=O)(=O)NCC3COCCO3)cc2)CC1 (stereo not drawn)
    -15, -20, -9, -2, 0, -2, -20, -1, 0
- CCc1ccc(NC(=O)c2cc(-c3ccc(F)cc3)on2)cc1
    -12, -29, -2, -4, -2, -2, 1, 1, 0
- O=C(COCC(=O)NCc1ccccc1)NCc1ccccc1
    -27, -26, 4, 0, -7, -5, -6, 9, -19
- Cc1nn(C)c(-c2n[nH]c(=S)n2Cc2ccco2)c1Cl
    -14, -8, -22, 18, 2, 2, -7, 3, 10
- COC(CNC(=O)Cn1ncc2ccsc2c1=O)OC
    -2, -9[20 µM], 0, 6, -7, -1, -4, 3, -1

Reprinted from the part before: two compounds; new compounds follow.
Field names – A = m-calpain inh; B = Furin inhibitor; C = EBV gp42 inh; D = Tb hexokinase; E = RBBP9 inhibitor; F = Runt-SMMHC FRET; G = NCF1 inh; H = p97 inhibitor; I = Runt-CBFb FRET
compound: Cc1nn(C)c(-c2n[nH]c(=S)n2Cc2ccco2)c1Cl
  A = -14 | B = -8 | C = -22 | D = 18 | E = 2 | F = 2 | G = -7 | H = 3 | I = 10
compound: COC(CNC(=O)Cn1ncc2ccsc2c1=O)OC
  A = -2 | B = -9[20 µM] | C = 0 | D = 6 | E = -7 | F = -1 | G = -4 | H = 3 | I = -1
compound: COc1ccc(CCNC(=O)COC(=O)/C=C/c2cccs2)cc1
  A = -6 | B = -16 | C = -3 | D = -8 | E = -6 | F = 2 | G = -1 | H = 3 | I = 0
compound: CCOC(=O)c1ccc(-n2c(CN3CCC(O)CC3)nc3ccc([N+](=O)[O-])cc3c2=O)cc1
  A = -47 | B = -20 | C = -2 | D = -20 | E = -7 | F = 0 | G = -5 | H = 2 | I = -1
compound: CCOC(=O)c1ccc(NC(=O)N2CCc3ccccc32)cc1
  A = 2 | B = -26[20 µM] | C = -11 | D = -5 | E = -4 | F = 2 | G = 1 | H = -6 | I = -3
compound: Cc1cccc2sc(NNC(=O)c3cc(-c4cccs4)nc4ccccc34)nc12
  A = -76 | B = -14 | C = -13 | D = 4 | E = -6 | F = -9 | G = 4 | H = 7 | I = 3
compound: CS(=O)(=O)N(CC(=O)NCC1CCCO1)c1cc(Cl)ccc1Cl (stereo not drawn)
  A = -9 | B = -19 | C = -19 | D = 3 | E = -9 | F = 0 | G = -15 | H = -1 | I = 0
compound: O=C(NCCC1=CCCCC1)c1ccc(Cl)c(S(=O)(=O)N2CCOCC2)c1
  A = -14 | B = -24[20 µM] | C = -1 | D = 3 | E = -7 | F = 4 | G = -7 | H = -7 | I = -2
compound: CC(=O)Nc1ccccc1Nc1cc(C#N)c(C#N)cc1[N+](=O)[O-]
  A = . | B = -14[20 µM] | C = . | D = 0 | E = -2 | F = 1 | G = . | H = 3 | I = -2
compound: CCOc1cccc(C(=O)NC(=S)Nc2ccc(Cl)cc2C(=O)O)c1
  A = -36 | B = -36 | C = 1 | D = 0 | E = -4 | F = 3 | G = -11 | H = 3 | I = 4
compound: O=[N+]([O-])c1cc(Cl)cc(/C=N/n2cnnc2)c1O
  A = -3 | B = -19 | C = 8 | D = 4 | E = -6 | F = -4 | G = -5 | H = -3 | I = -2
compound: O=c1[nH]c2ccc(S(=O)(=O)NCc3ccccn3)cc2s1
  A = -58 | B = -29 | C = -5 | D = -4 | E = -12 | F = 2 | G = 0 | H = 4 | I = 0
compound: O=CNC(=O)c1ccccc1C(=O)O
  A = 17 | B = -15[20 µM] | C = 6 | D = -1 | E = -8 | F = -2 | G = -3 | H = -3 | I = 2
compound: O=C(NC(=S)Nc1ccc(CN2CCOCC2)cc1)c1ccc([N+](=O)[O-])cc1Cl
  A = -5 | B = -22 | C = -6 | D = -13 | E = -8 | F = 2 | G = -6 | H = 1 | I = 2
compound: O=C(Cn1ncc2ccccc21)N1CCc2ccccc21
  A = 1 | B = -15 | C = -4 | D = 2 | E = -11 | F = 1 | G = -13 | H = 6 | I = 2
compound: COc1ccc(C(=O)COC(=O)CN2CC(=O)Oc3ccccc32)cc1Br
  A = 23 | B = -11 | C = -8 | D = 12 | E = 2 | F = 9 | G = -28 | H = -2 | I = 7
compound: Cc1cccc(C)c1N1C(=O)[C@@H]2C(c3ccccc3Cl)=NO[C@@H]2C1=O
  A = -2 | B = -27 | C = -11 | D = 8 | E = 3 | F = 3 | G = -1 | H = 3 | I = 2
compound: COc1ccc(OC)c(NC(=O)Cc2nn(C)c(=O)c3ccccc23)c1
  A = 9 | B = -14[20 µM] | C = -17 | D = 6 | E = -4 | F = 4 | G = 1 | H = 0 | I = -1
compound: Cc1cccc2nc3c(nc12)-c1ccccc1C3=O
  A = -2 | B = -20 | C = -2 | D = -5 | E = -12 | F = -5 | G = -15 | H = -1 | I = 0
compound: CNNC(=O)C(C)NC(=O)c1ccc(Br)cc1 (stereo not drawn)
  A = -10 | B = -25[20 µM] | C = -14 | D = 2 | E = -1 | F = 1 | G = -5 | H = 3 | I = 0
compound: CN1CCN(C(=O)c2sc(=S)n(-c3ccccc3)c2N)CC1
  A = 9 | B = -16[20 µM] | C = -1 | D = -27 | E = -7 | F = 36 | G = -1 | H = 1 | I = 50
compound: Cc1ccc(NC(=O)O/N=C/c2cccc([N+](=O)[O-])c2)cc1
  A = -4 | B = -27 | C = -3 | D = 1 | E = -4 | F = 0 | G = -13 | H = 1 | I = -1
compound: O=C(NCCN1CCCCCC1)c1ccc(CS(=O)(=O)c2ccc(Br)cc2)o1
  A = -2 | B = -11 | C = 3 | D = 4 | E = -2 | F = -5 | G = -3 | H = 1 | I = 1
compound: Cc1ccc(NC(=O)C2CC(=O)NC(Nc3cccc(C)c3)=N2)cc1 (stereo not drawn)
  A = 6 | B = 0[20 µM] | C = -8 | D = 1 | E = 2 | F = 2 | G = -9 | H = 0 | I = -2
compound: O=C(CCc1nc2ccccc2c(=O)[nH]1)NCc1ccco1
  A = 3 | B = -22 | C = -5 | D = 0 | E = -2 | F = -4 | G = 5 | H = 0 | I = 2

Of the compounds above, these have an aryl thioether with sulfur outside any ring.
Field names – A = m-calpain inh; B = Furin inhibitor; C = EBV gp42 inh; D = Tb hexokinase; E = RBBP9 inhibitor; F = Runt-SMMHC FRET; G = NCF1 inh; H = p97 inhibitor; I = Runt-CBFb FRET
compound: O=C(CSc1n[nH]c(-c2ccc(S(=O)(=O)NC3CCCCC3)cc2)n1)N1CCCC1
  A = . | B = -8 | C = . | D = -1 | E = 5 | F = 2 | G = . | H = 4 | I = -14
compound: Cc1cc(C(=O)CSc2nnc(C3COc4ccccc4O3)n2C)c(C)n1-c1ccc(F)cc1 (stereo not drawn)
  A = -31 | B = 5 | C = -4 | D = 27 | E = -3 | F = -2 | G = -7 | H = -2 | I = 5

Compounds listed so far containing a cyano group, in the order listed:
Field names – A = m-calpain inh; B = Furin inhibitor; C = EBV gp42 inh; D = Tb hexokinase; E = RBBP9 inhibitor; F = Runt-SMMHC FRET; G = NCF1 inh; H = p97 inhibitor; I = Runt-CBFb FRET
compound: C=C(C)CN(CC)c1nc(N)c(C#N)c(CC#N)c1C#N
  A = -28 | B = 1 | C = -4 | D = -39 | E = -6 | F = -2 | G = -19 | H = 1 | I = 1
compound: CC(=O)Nc1ccccc1Nc1cc(C#N)c(C#N)cc1[N+](=O)[O-]
  A = . | B = -14[20 µM] | C = . | D = 0 | E = -2 | F = 1 | G = . | H = 3 | I = -2

Screening data deposited in PubChem BioAssay by several laboratories.
